BLM inh: qHTS Assay for Inhibitors of Bloom's syndrome helicase (BLM); RecQ-like DNA helicase BLM (Homo sapiens), P54132; recombinant BLM DNA unwinding, fluorescence dequenching; Potency, µM (series often up to 56.1 µM), for inactives: at the highest dose activity change, negative = inhibition, hits mostly inhibitors; hit rate 0.2% among 350,000; AID 2528, 2010;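 also: plate controls were vehicle for no effect and no enzyme for full effect; nearly all actives have a fitted effect of over 35% in size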
BAZ2B block: qHTS Assay for Inhibitors of BAZ2B. AlphaScreen BAZ2B-H3K14Ac peptide displacement. Bromodomain adjacent to zinc finger domain protein 2B (Homo sapiens), Q9UIF8. AID 504333, 2011. hit rate 4.4% among 360,000. Potency, µM (doses to about 114 µM), for inactives: at the highest dose activity change, negative = inhibition, most hits filed as inhibitors; also: % is scaled to controls: 0 for no effect and ±100 for the full control effect; nearly all actives have a fitted effect of over 60% in size
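Inhibition is scored as reduced AlphaScreen emission. The BAZ2B/b-H3(5-23)K14Ac complex (50 nM each) in PBS pH 7.4, 0.01% Tween-20 meets compound (up to 110 uM) for 30 min at RT before bead addition.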
APEX1 inh: qHTS Assay for Inhibitors of the Human Apurinic/apyrimidinic Endonuclease 1 (APE1); recombinant APE1, TAMRA/BHQ-2 abasic DNA cleavage fluorescence; Potency, µM (top dose mostly 65.8 µM), inactives show top-dose activity change, negative = inhibition, actives largely listed as inhibitors; DNA repair nuclease/redox regulator APEX1 (Homo sapiens), P27695; hit rate 0.35% among 350,000;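 also: plate controls were vehicle for no effect and reference inhibitor for full effect; nearly all actives have a fitted effect of over 55% in size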
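Incision of a quenched TAMRA/BHQ-2 THF abasic-site duplex (50 nM) by 0.75 nM APE1, after 15 min compound preincubation, measured as fluorescence increase over three 60 s reads. Values normalized to buffer, DMSO and NSC13755 control wells.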
Pol iota inh: qHTS for Inhibitors of Polymerase Iota; Potency, µM (doses to about 115 µM), for the others: top-dose activity, negative = inhibition, hits mostly inhibitors; hit rate 1% among 390,000; Pol iota fluorescent replication assay, 10 min
Target sequence (Q9UNA4 whole entry, looked up): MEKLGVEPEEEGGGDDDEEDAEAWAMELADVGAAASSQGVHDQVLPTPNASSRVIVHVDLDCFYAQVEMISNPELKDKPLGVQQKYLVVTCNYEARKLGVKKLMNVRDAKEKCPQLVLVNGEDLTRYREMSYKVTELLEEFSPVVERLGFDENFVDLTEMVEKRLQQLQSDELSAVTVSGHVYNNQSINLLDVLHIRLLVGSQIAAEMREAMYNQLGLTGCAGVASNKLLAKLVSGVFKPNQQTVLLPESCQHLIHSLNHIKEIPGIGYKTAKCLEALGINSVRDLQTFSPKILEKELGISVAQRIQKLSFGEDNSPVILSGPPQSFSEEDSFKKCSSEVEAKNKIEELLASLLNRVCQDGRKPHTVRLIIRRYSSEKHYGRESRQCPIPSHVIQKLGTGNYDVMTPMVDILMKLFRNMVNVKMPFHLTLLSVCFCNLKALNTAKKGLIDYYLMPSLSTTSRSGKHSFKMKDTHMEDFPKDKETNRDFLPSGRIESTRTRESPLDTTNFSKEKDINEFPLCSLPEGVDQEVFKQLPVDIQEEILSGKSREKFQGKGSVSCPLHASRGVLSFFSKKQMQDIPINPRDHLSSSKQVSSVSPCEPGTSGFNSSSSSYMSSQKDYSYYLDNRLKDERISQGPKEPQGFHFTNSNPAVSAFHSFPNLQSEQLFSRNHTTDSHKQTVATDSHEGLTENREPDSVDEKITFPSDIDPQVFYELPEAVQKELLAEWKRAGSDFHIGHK
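Pol iota at 10 nM preincubated 15 min with compounds at room temperature; reaction started with fluorescent substrate, 50 nM final. Fluorescence read kinetically at 0 and 10 min; buffer-only wells as negative control.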
JMJD2A Tudor: qHTS Assay for Inhibitors of JMJD2A-Tudor Domain | Lysine-specific demethylase 4A (Homo sapiens), O75164 | hit rate 4.4% among 390,000 | Potency, µM (titrated, usually from 114 µM), for inactives: top-dose activity change, negative = inhibition, usual class: inhibitors | AlphaScreen JMJD2A-Tudor / H3K4me3 peptide binding; also: % is scaled to controls: 0 for no effect and ±100 for the full control effect; nearly all actives have a fitted effect of over 50% in size
POLH inh: qHTS for Inhibitors of Polymerase Eta. recombinant Pol eta, fluorescent DNA replication assay. Potency, µM (series often up to 114 µM), for inactives: at the top dose activity change, negative = inhibition, hits mostly inhibitors. hit rate 1.2% among 390,000. AID 588591, 2011; also: % is scaled to controls: 0 for no effect and ±100 for the full control effect
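Pol eta at 10 nM preincubated with compounds 15 min at room temperature; reaction started with fluorescent substrate (50 nM final) and read kinetically at 0 and 10 min.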
G9a inh: qHTS Assay for Inhibitors of Histone Lysine Methyltransferase G9a. Histone-lysine N-methyltransferase EHMT2 (Homo sapiens), Q96KQ7. G9a H3K9 monomethylation, AlphaScreen, 2 h. Potency, µM (doses to about 102 µM), without a hit: at the highest dose activity, negative = inhibition, actives largely listed as inhibitors. hit rate 8.8% among 350,000; also: % is scaled to controls: 0 for no effect and ±100 for the full control effect; nearly all actives have a fitted effect of over 75% in size
Target sequence (Q96KQ7 913-1193 limits assumed): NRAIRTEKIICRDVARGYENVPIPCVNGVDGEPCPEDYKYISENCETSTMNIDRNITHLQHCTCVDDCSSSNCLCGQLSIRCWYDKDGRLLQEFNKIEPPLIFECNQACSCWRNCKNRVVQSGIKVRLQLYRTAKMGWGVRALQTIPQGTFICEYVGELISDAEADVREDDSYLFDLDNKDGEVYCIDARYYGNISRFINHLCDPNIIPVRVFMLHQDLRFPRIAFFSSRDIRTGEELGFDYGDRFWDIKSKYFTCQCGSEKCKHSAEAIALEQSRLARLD
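Using a bead-based AlphaScreen, monomethylated H3K9 product from 2 h room-temperature reactions (G9a 20 nM, peptide 500 nM, SAM 20 uM) was detected with 0.5 ug/mL rabbit anti-H3K9me1 antibody.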
Pol beta inh: qHTS Assay for Inhibitors of DNA Polymerase Beta. P06746. AID 485314, 2010. hit rate 1.3% among 340,000. Pol beta primer extension/strand displacement, fluorescence kinetic. Potency, µM (top dose mostly 114 µM), for the others: at the top dose activity change, negative = inhibition, hits mostly inhibitors; also: % is scaled to controls: 0 for no effect and ±100 for the full control effect
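Reaction started by 50 nM substrate onto compound-treated Pol beta (10 nM, 15 min preincubation, room temperature); plates read at 0 min and 10 min. Normalized concentration-effect data fitted by four-parameter Hill equation.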
Pol kappa inh: qHTS for Inhibitors of Polymerase Kappa; DNA polymerase kappa (Homo sapiens), Q9UBT6; purified Pol kappa, fluorescent DNA synthesis assay, 10 min; Potency, µM (doses to about 107 µM), for the others: at the highest dose activity, negative = inhibition, actives largely listed as inhibitors; hit rate 0.53% among 400,000; AID 588579, 2011; also: % is scaled to controls: 0 for no effect and ±100 for the full control effect
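First, compounds were pin-transferred onto 10 nM Pol kappa. After 15 min at room temperature, substrate was added to 50 nM final. Fluorescence was then measured kinetically at 0 and 10 min.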
An asterisk follows results filed as active; ? = inconclusive; . = no result given; & = joins results of further samples; [ ] = another dose, or the depositor's remark. Calls follow the shape of the dose curve; as a rule, active = well fitted curve in the direction sought with a large enough effect; inconclusive = small, poorly fitted or top-dose-only effect, or another doubt; inactive = no such curve, though single readings can be large; an effect the other way counts as inactive or inconclusive. Potency is read from the fitted curve at half-maximal effect. Not all compounds are listed (hit frequency here may not be typical).

Values run as follows: APEX1 inh, Pol iota inh, Pol kappa inh, JMJD2A Tudor, Pol beta inh, POLH inh, BAZ2B block, G9a inh, BLM inh
CCN(CC)CCNC(=O)C(Cl)=C1C(Cl)=C(Cl)C(Cl)=C1Cl
→ ., 105%[activator], -11%, -14%, ., -16%, ., ., .
CC1Cc2ccccc2N1Cc1cc(=O)c(OCC(=O)NCCc2ccccc2)co1 (stereo not given)
→ -10%, 9%, -18%, -27%, ., -1%, -6%, -32%, .
COc1ccc(N(CN2C(=O)C3C4C=CC(C4)C3C2=O)C(=O)c2ccco2)cc1 (stereo not given)
→ -3%, 23%, -1%, 4%, 10%, -9%, -1%, 10%[59 µM], -9%
Cn1cc(CNCCN2CCCCC2=O)c(-c2cccc(Cl)c2)n1
→ -1%, 28%, -4%, -5%, 4%, -18%, -12%, 1%, 0%
CCOCCCNC(=O)c1ccc(-c2nc(CS(=O)(=O)c3ccccc3)c(C)o2)cc1
→ ., 4%, -5%, -14%, 0%, -21%, -6%, -27%[59 µM], -1%
Cc1nc2ccccn2c1-c1csc(Nc2ccc(C(=O)O)cc2)n1
→ -1%, 5%, -6%, -32%, -18%, -27%, ?, ?, 0%
COc1ccc(-n2c(-c3ccc(Br)cc3)nc(=S)c3c2CCCC3)cc1
→ 4%, 121%[activator], -10%, 3%, -2%, -4%, 2%, ?, 0%
CCc1cc(C(=O)NNC(=S)Nc2cc(C)ccc2C)cs1
→ 9%, 7%, -10%, -25%, 40%, -8%, -5%, ?, 2%
COC(=O)[C@@H](N)Cc1ccc(O)c(O)c1
→ -7%&1%, -22%, -5%[60.1 µM], -10%, 10%[57.1 µM], -1%, 5%, 3%[59 µM], -3%
Cc1cc(C(F)F)n2ncc(C(=O)N3CCC(C(N)=O)CC3)c2n1
→ ?, 17%, -1%, -7%, 0%, 4%, 35%[activator], -44%[59 µM], -3%
O=C(Nc1ccc2c(c1)OCCO2)C1CC(O)CN1C(=O)Nc1ccccc1 (stereo not given)
→ 6%, 1%, -10%, ?, -3%, 0%, 6%, 13%, -2%
CCOc1ccc(Oc2c(/C=N/NC(N)=O)c(C)nn2-c2ccccc2)cc1
→ -7%, 21%, 2%, -26%, -17%, -26%, -37%, -50%[59 µM], -6%
CCn1cc([N+](=O)[O-])c(=O)c2cc(F)c(N3CCOCC3)cc21
→ 4%, 83%[activator], 3%, -3%, 17%, -10%, ?, -10%[2.33 µM], -1%
COc1cc(NC(=O)C/C(C)=N/NC(=O)Cc2ccc(Cl)cc2)c(OC)cc1Cl
→ -5%, 5%, 0%, -17%, 11%, -20%, -36%, -8%, -3%
COc1ccccc1S(=O)Cc1ccc(C(=O)O)o1 (stereo not given)
→ -5%, ?, -4%, -19%, ?, -5%, 7%, ?, -2%
Cc1cccc(NC(=S)NNC(=O)c2csc(C(C)C)c2)c1
→ -1%, 1%, -7%, -27%, -12%, -10%, 5%, ?, -11%
O=C(c1cccs1)N(C(=O)c1cccs1)c1ccc(Br)cn1
→ -2%, 8%, -24%, 6%, 8%, -3%, 9%, -2%, -10%
Cc1ccc(NC(=O)c2cc3ccccc3o2)cc1Cl
→ -5%, 60%[activator], -5%, 6%, 10%, -17%, 26%, ., -14%
CC(=O)Nc1cc2c3c(cccc3c1)-c1ccccc1-2
→ ., 123%[activator], -18%, 8%, ., -28%, ., ., .
O=C(CCN1C(=O)S/C(=C\c2ccccc2)C1=O)N1CCCCC1
→ -13%, 21%, 0%, -17%, 48%, -12%, -15%, -11%, -5%
Cc1onc(-c2c(F)cccc2Cl)c1C(=O)Nc1cccc(S(=O)(=O)N2CCCCC2)c1
→ ., 17%, 4%, -10%, ., -14%, ., ., .
CC1(C)Cc2ccccc2-c2nnc(-c3cccnc3)n21
→ 1%, 4%, -10%, 1%, 8%, -14%, -1%, 1%[59 µM], -1%
Cc1cc(C)c(OCC(=O)N(Cc2cccc(F)c2)Cc2ccco2)c(C)c1
→ ., ?, -5%, 0%, 8%, -20%, 46%[activator], 88%[activator][59 µM], -8%
COc1ccc(NC(=O)CN2CCN(c3c(C)cccc3C)CC2)cc1
→ 10%, 40%[activator], -11%, -27%, -11%, -17%, -28%, -2%, -7%
O=S(=O)(c1ccccc1)c1nc(-c2ccc(F)cc2)oc1N1CCOCC1
→ 14%, 123%&18%[activator], 0%&4%, -14%, -1%&0%, -13%&-12%, ?, 1%[59 µM], -4%&-1%
Nc1cccc(-n2nncc2-c2ccccc2)c1
→ 2%, 17%, -21%, -11%[57.1 µM], -7%, 7%, -10%, -1%[12.7 µM], -1%
COc1ccc(Cn2nnnc2C(C(C)C)N2CCc3ccccc32)cc1 (stereo not given)
→ 2%, -7%, -8%, ?, 2%, -7%, ?, -42%[59 µM], -1%
CCOc1ccc(NC(=O)Nc2cccc(C)n2)cc1
→ 43%[activator], 1%&-2%, 7%&-13%, -4%&-13%, 32%&-5%, -16%&-10%, -17%&-1%, -34%, 0%&-1%
NC(=O)C1=NOC(CNc2ncc(C(F)(F)F)cc2Cl)C1 (stereo not given)
→ 4%, 4%, -14%, 1%, -17%, -1%, -1%, 15%, -2%
Cc1ccc(NC(=O)CCc2c(C)nn(-c3ccc(N4CCOCC4)nn3)c2C)cc1C
→ 78%[activator], 33%[activator], 8%, ?, 0%, -12%, -19%[57.1 µM], -7%, 1%
O=C(NC1=NCCS1)C1CC(=O)N(c2ccccc2)C1 (stereo not given)
→ -1%, 35%[activator], -10%, 5%, -13%, -9%, -29%, 5%[12.7 µM], 1%
Cc1onc(-c2c(F)cccc2Cl)c1C(=O)c1ccc(F)cc1
→ -5%, 92%[activator], -12%, -33%, 6%, -10%, 19%, 86%[activator], -1%
CC1CCN(S(=O)(=O)c2ccc3c(c2)N(CC(=O)NCCCN2CC(C)CC(C)C2)C(=O)CS3)CC1 (stereo not given)
→ -6%, 4%, -18%, -19%, 2%, -11%, -2%, -10%, 0%
COc1ccc2cc3cc(C(=O)N4CCN(c5ccccc5F)CC4)oc3nc2c1
→ ., -12%, -5%, -29%, 32%[activator], 4%, ., -19%[59 µM], -15%
Cn1cc(S(=O)(=O)N2CCC3(CC2)OCCO3)c(=O)n(C)c1=O
→ -3%, 25%, -8%, -8%, 5%, -6%, 5%, ., -6%
CCn1c(SCC(=O)NNC(=O)c2ccco2)nnc1-c1ccco1
→ -1%, 42%[activator], 4%, -8%, -10%, -9%, -5%, 11%[59 µM], -3%
COc1ccccc1OCCSc1nc(N)cc(N)n1
→ 4%, 9%, -2%, 4%, 12%, 1%, 13%, -14%[59 µM], 1%
Cc1c(Cl)c([N+](=O)[O-])nn1CCCC(=O)Nc1cccnc1
→ 1%, ?, 4%, -11%, -1%, -2%, -19%, -33%, -2%
O=C(CSC1=Nc2ccccc2C2=NC(CCC(=O)NC3CCCCC3)C(=O)N12)Nc1cccc(C(F)(F)F)c1 (stereo not given)
→ ., 5%, 15%, 1%, -8%, -15%, 2%, 0%[59 µM], -1%
O=C(Oc1ccc2ccc(=O)oc2c1)C1CCCCC1
→ 4%, 9%, -12%, -8%, 16%, -10%, -5%, 6%[59 µM], 0%
Cc1ccc(C)c(-n2c(SCC(=O)N3CCCC3)nnc2-c2ccccn2)c1
→ -2%, 13%, 0%, ?, 10%, 13%, 32µM*, 8%[59 µM], 2%
O=C(NCCN1CCN(C(=O)NC2CCCCC2)CC1)NC1CCCCC1
→ 0%, -1%, 0%, -23%, -1%, 1%, 7%, 10%, 2%
Cc1cc(=O)nc2c3ccccc3n(C(C)C(=O)Nc3cc(F)ccc3F)n12 (stereo not given)
→ 15%, 25%, -16%, -12%, 25%, -21%, 0%, ., -2%
COc1cccc(N2CCN(S(=O)(=O)c3cccc4nsnc34)CC2)c1
→ -2%, 22%, -14%, -26%, -6%, -7%, -37%, 56µM*, -6%
O=C(NC1CCCC1)C(c1ccncc1)N(C(=O)c1csnn1)c1ccc(F)c(Cl)c1 (stereo not given)
→ 44%, 48%[activator], -19%, -12%, ?, -16%, -3%, 12%, -5%
CC(C)CCn1c(=O)c2ccccc2n2c(CN3CCCC3)nnc12
→ 3%, 15%, 6%, -19%, 1%, -18%, ?, -15%, -5%
COCCNC(=O)c1ccc(CS(=O)(=O)c2ccc(Cl)cc2)o1
→ 0%, 14%, -3%, -7%, 14%, 0%, -14%, ., 0%
COc1cccc(CNC(=O)C(=O)NCC(c2cccs2)S(=O)(=O)c2cccs2)c1 (stereo not given)
→ ., 34%[activator], -7%[60.1 µM], -6%, 9%, -20%, -3%, 5%[59 µM], -8%
COc1cccc(CNC(=O)c2cc(S(=O)(=O)N3CCOCC3)ccc2N2CCCC2)c1
→ 23%, -3%, -4%, -15%, ., 1%, 3%, 4%[12.7 µM], .
O/N=C/c1cc(Cl)ccc1OCc1cccc2ccccc12
→ -10%, ., ., ., ?, ., -3%, 14%, -11%
Cc1ccc(Nc2c(-c3cccs3)nc3nc(C)cc(C)n23)cc1
→ ., -8%, 7%, -24%, 10%, -1%, -34%, -3%[59 µM], -4%
COc1ccc(CCNC(=O)c2ccc(S(=O)(=O)N3CCCCC3)cc2)cc1
→ 48%[activator], -13%, -14%, -21%, ., -3%, 5%, 12%[2.33 µM], .
CCCN(CC(=O)Nc1ccccc1C)C(=O)CSc1ccccc1C
→ 13%, 5%, -1%, -3%, ., -17%, 8%, -7%[12.7 µM], .

Reformatted as a markdown table: part of the list above
| Molecule | APEX1 inh | Pol iota inh | Pol kappa inh | JMJD2A Tudor | Pol beta inh | POLH inh | BAZ2B block | G9a inh | BLM inh |
| --- | --- | --- | --- | --- | --- | --- | --- | --- | --- |
| Cc1c(Cl)c([N+](=O)[O-])nn1CCCC(=O)Nc1cccnc1 | 1% | ? | 4% | -11% | -1% | -2% | -19% | -33% | -2% |
| O=C(NC1=NCCS1)C1CC(=O)N(c2ccccc2)C1 (stereo not given) | -1% | 35%[activator] | -10% | 5% | -13% | -9% | -29% | 5%[12.7 µM] | 1% |

Screens deposited in PubChem by National Center for Advancing Translational Sciences (NCATS).
